GPR151 activ = human GPR151 activation; Q8TDV0; PathHunter beta-arrestin GPR151 cells, luminescence; activation, % at 11.2 µM; actives 1% (n = 650,000); in the data active = activation above about 4.9%;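 note: 0% = median of compound wells and 100% = cells with positive control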
Target sequence (Q8TDV0 whole entry, looked up): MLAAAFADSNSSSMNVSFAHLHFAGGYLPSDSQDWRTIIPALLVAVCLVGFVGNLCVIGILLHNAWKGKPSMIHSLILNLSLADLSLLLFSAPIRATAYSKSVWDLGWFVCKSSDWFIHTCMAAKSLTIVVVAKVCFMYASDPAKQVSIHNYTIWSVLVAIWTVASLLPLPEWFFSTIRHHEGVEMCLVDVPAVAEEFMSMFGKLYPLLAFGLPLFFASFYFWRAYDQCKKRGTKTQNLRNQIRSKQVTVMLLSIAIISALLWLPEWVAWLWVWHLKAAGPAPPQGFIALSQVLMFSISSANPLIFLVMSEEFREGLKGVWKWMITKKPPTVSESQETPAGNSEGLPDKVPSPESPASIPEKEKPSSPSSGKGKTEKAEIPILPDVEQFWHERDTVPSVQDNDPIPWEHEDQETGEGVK
MITF inh = human MITF inhibition, primary screen; O75030; actives 0.91% (n = 650,000); AID 1259374; inhibition, % at 2.6 µM; AlphaScreen MITF homodimerization, bead proximity signal; in the data active = inhibition above about 50%;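 note: 0% = vehicle wells with protein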
TEAD-YAP block = TEAD-YAP interaction inhibition; HEK-TIYL cells, TEAD-Gal4/YAP UAS-luciferase luminescence; inhibition, % at 9.12 µM; actives 1.4% (n = 640,000); in the data active = inhibition above about 32%;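 note: 0% = median of test compound wells and 100% = reference inhibitor wells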
FBW7 activator = human FBW7 E3 ligase activation, primary screen | AlphaScreen FBW7–phospho-cyclin E peptide binding, activator screen | normalized activity (activation), % at 26.1 µM | actives 0.13% (n = 650,000) | Q969H0; in the data active = normalized activity above about 1.9%;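 note: purified mutant Fbw7 with reduced substrate affinity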
Target sequence (Q969H0 whole entry, looked up): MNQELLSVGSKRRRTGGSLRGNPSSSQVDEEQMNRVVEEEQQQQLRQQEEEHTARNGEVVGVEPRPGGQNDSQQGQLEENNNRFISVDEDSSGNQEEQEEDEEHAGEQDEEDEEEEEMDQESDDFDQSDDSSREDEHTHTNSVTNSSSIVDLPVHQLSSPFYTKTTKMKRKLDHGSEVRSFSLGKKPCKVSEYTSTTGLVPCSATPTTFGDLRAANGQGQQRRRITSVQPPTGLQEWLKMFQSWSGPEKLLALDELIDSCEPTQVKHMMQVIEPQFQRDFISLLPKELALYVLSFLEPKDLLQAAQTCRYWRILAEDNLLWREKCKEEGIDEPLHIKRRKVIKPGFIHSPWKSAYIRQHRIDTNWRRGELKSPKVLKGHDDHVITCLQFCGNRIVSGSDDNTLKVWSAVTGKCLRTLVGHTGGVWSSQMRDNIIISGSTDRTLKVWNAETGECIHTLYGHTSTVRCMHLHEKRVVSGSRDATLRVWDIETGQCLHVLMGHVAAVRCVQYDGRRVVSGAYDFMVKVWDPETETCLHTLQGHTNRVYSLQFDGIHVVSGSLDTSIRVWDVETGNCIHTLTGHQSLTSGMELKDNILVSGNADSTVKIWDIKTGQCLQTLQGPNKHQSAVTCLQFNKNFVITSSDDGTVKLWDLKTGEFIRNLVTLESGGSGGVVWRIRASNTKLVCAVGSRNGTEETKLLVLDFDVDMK
* hit, by the source's call; . = no result given.

SMILES	GPR151 activ	MITF inh	TEAD-YAP block	FBW7 activator
O=C1c2cccc([N+](=O)[O-])c2C(=O)N1c1ccc2c(c1)oc1ccccc12	-0.5	4	-36	-0.1
CC(C)(C)n1nc2c(c1NC(=O)C1(c3ccc(Cl)cc3)CCCC1)CS(=O)(=O)C2	-0.6	5	.	.
Cc1c(C#N)c(NC(=O)CCl)n(CC2CCCO2)c1C (stereo not given)	-2.2	2	13	-0.1
Cc1ccc(NC(=O)CCn2nc(C)cc2C)cc1	0.1	12	-7	0.3
O=C(CSc1ncn[nH]1)Nc1ccccc1Br	-0.1	16	14	0.0
O=C(NCCn1cnc(-c2ccccc2)cc1=O)c1cncc(Br)c1	0.0	15	8	0.2
CC(C)c1ccc(NC(=O)C2C3C=CC4(O3)C2C(=O)N(Cc2ccc(Cl)cc2)C4C(=O)NC2CCCCC2C)cc1 (stereo not given)	-1.7	10	-13	0.2
O=C(NCc1cccc(CNC(=O)NC2CCCCC2)c1)NC1CCCCC1	0.5	14	-20	0.2
COc1cc(/C=N/NC(=O)C2CC2c2ccccc2)ccc1O (stereo not given)	-0.3	20	1	0.7
O=C(OCC1CCCO1)c1ccccc1C(=O)OCC(F)(F)C(F)F (stereo not given)	-0.5	14	0	0.1
COc1ccc(OC)c(N(CC(=O)N2CCCCC2)S(C)(=O)=O)c1	-0.6	2	4	0.0
CCOC(=O)C1=C(C)N=C2SCC(=O)N2C1c1ccc(C)cc1 (stereo not given)	-0.4	18	-4	0.2
COc1ccc(C(=O)N2N=C(C(F)F)CC2(O)C(F)F)cc1 (stereo not given)	-0.3	6	1	0.0
COC(=O)c1cc(CNC(=O)CSc2ccccn2)cc(NC(=O)c2cnccn2)c1	-1.9	-9	-28	0.0
COc1ccc(-c2cn3c4c(=O)n(C)c(=O)n(C)c4nc3n2-c2ccc(C)cc2)cc1OC	1.8	2	-7	0.1
Cc1ccc(C2NC(=O)Cc3ccccc32)cc1 (stereo not given)	0.9	11	-4	0.3
COc1ccc(/C(C)=N/NC(=O)c2ccccc2OC(C)C)c(OC)c1	0.3	2	-7	0.1
CC1CC(C)CN(S(=O)(=O)c2ccc(C(=O)Nc3sc4c(c3C(N)=O)CCCC4)cc2)C1 (stereo not given)	1.1	2	5	-0.2
CCN(CC)CCn1c(=S)[nH]c2cc(C(=O)OC)ccc2c1=O	-1.8	10	8	-0.1
O=C(CN1C(=O)c2ccccc2C1=O)Nc1cccc(Br)c1	0.5	0	1	0.1

Exported as labelled records: entries from further up.
O=C(NCCn1cnc(-c2ccccc2)cc1=O)c1cncc(Br)c1
  GPR151 activ: 0.0
  MITF inh: 15
  TEAD-YAP block: 8
  FBW7 activator: 0.2

CC(C)c1ccc(NC(=O)C2C3C=CC4(O3)C2C(=O)N(Cc2ccc(Cl)cc2)C4C(=O)NC2CCCCC2C)cc1 (stereo not given)
  GPR151 activ: -1.7
  MITF inh: 10
  TEAD-YAP block: -13
  FBW7 activator: 0.2

Next section.
SMILES	GPR151 activ	MITF inh	TEAD-YAP block	FBW7 activator
Cc1no[n+]([O-])c1COc1cccc(/C=C2\NC(=S)NC2=O)c1	0.8	-11	3	0.1
C=CCn1c2ccccc2n2cc(-c3ccccc3)nc12	-1.9	10	-12	1.4
CN(C)C(=S)S/C=C/C(=O)c1ccccc1	1.2	-3	-45	-0.1
O=C(O)c1ccc(S(=O)(=O)c2ccc3c(c2)C(=O)N(C2CCCCC2)C3=O)cc1	-0.5	8	5	0.0
COc1cccc(C(=O)NC(=S)Nc2cccc(-c3nc4ncccc4o3)c2)c1	1.6	3	-7	0.0
COc1ccccc1NC(=O)C1=C(C)Nc2ncnn2C1c1cccc(F)c1 (stereo not given)	-1.2	14	-8	0.5
CC(C)C(=O)NNC(=O)CSc1ncnc2c1cnn2-c1ccccc1Cl	-0.7	17	-9	0.0
Cc1cc(C)c2c(c1)cc(C)c1nn(CC(=O)Nc3ccccn3)c(=O)n12	0.9	-5	3	0.0
O=C(Nc1nc(-c2ccc(Cl)cc2)cs1)c1ccc(S(=O)(=O)N2CCc3ccccc32)cc1	-0.4	-1	3	-0.1
COC(=O)c1c(N)sc(C)c1-c1ccc(C(C)(C)C)cc1	-0.1	15	10	0.1
CC1=CC(C)(C)N(C(C)C)C(=O)N1c1ccc(C)cc1	-0.4	1	4	-0.1
O=C(CCCCCN1C(=O)c2ccccc2C1=O)Nc1c2c(nc3ccccc13)CCC2	1.7	2	6	0.0
CCOc1ccccc1C(=O)Nc1ccc(S(=O)(=O)NCC2CCCO2)cc1 (stereo not given)	-1.1	1	2	-0.1
CCSc1nc2c([nH]c3ccccc32)c(=O)n1C	-1.3	-14	-1	0.6
Cc1ccc(C)c(N2CCN(c3ncnc4c3cnn4C)CC2)c1	1.6	-3	0	-0.1
CN(CC(=O)Nc1ccc(C(N)=O)cc1)S(=O)(=O)c1ccc(Br)cc1	0.6	8	1	0.0
CCCCCn1c(SCc2cccc(Cl)c2)nc2cc(C(=O)NCc3ccccc3Cl)ccc2c1=O	-1.1	2	-5	0.1
CCCNC(=O)Cn1cnc2sc(C(=O)Nc3cc(OC)c(OC)c(OC)c3)c(C)c2c1=O	1.5	-3	0	-0.2
COc1cc2c(cc1NC(=O)CN1C(=O)NC(Cc3ccccc3)C1=O)oc1ccccc12 (stereo not given)	1.1	11	5	0.2
CCC1=NN2C(=N)/C(=C\c3cc(C)n(-c4cccc5ccccc45)c3C)C(=O)N=C2S1	1.8	2	4	0.0
O=C1C(c2ccc(F)cc2Cl)N(C2CCCCCCC2)C(=O)CN1C1CCCCCC1 (stereo not given)	-0.7	3	-1	0.5
Cc1cc(-c2nnc(SCC(=O)N3CCCCC3C)o2)no1 (stereo not given)	1.7	13	16	0.1
O=C(NCC1CCCN(Cc2nc3c(s2)CCCC3)C1)c1cccnc1 (stereo not given)	-1.6	13	4	0.0
O=C1CCCN1CCn1cnc2c(NCCOc3ccccc3)nc(Nc3ccc(C(F)(F)F)cc3)nc21	-1.0	0	-2	0.0
COc1ccc(C2C(C(=O)N3CCOCC3)CCC(=O)N2c2ccc(OC)cc2)cc1 (stereo not given)	0.3	4	12	0.2
COc1ccc(-c2nc(NCCN(C(C)C)C(C)C)c3ncn(-c4ccccc4)c3n2)cc1	2.0	-2	7	0.1
COc1cccc(NS(=O)(=O)c2cc(C(=O)N3CC(C)CC(C)C3)ccc2NCc2ccc(F)cc2)c1 (stereo not given)	3.7	1	0	-0.1
O=C1CCC(c2ccc(F)cc2)=NN1c1c(F)c(F)cc(F)c1F	-0.7	-2	6	0.0
O=C(NNC(=S)Nc1ccccc1)c1ccccc1I	-1.0	14	-50	0.4
COc1cc(NC(=O)CSc2nnc(-c3ccoc3C)n2CC(C)C)cc(OC)c1	0.1	10	9	-0.1
CCS(=O)(=O)c1c(S(=O)(=O)CC)c2c3ccccc3ccn2c1C(=O)c1ccc(Cl)cc1	1.1	15	5	0.1
COc1ccc(OC)c(NC(=O)c2cc3cc4ccc(OC)cc4nc3o2)c1	0.6	-9	-5	-0.1
CCc1cccc(NC(=O)N[C@H]2C[C@H]3C(=O)N4CCC[C@@H]4C(=O)N3C2)c1	-2.6	22	4	0.2
COc1cccc(NC(=O)C(C(C)C)N2Cc3ccccc3C2=O)c1 (stereo not given)	0.1	6	4	0.2
O=C(CC1SC(=O)N(CC(=O)c2ccccc2)C1=O)Nc1ccccc1 (stereo not given)	2.5	-3	0	0.1
CCCCCCC1(O)CC(C)(C)[NH+]([O-])C(C)(C)C1 (stereo not given)	-1.3	-1	-1	-0.1
O=C(c1cccs1)N1CCn2c1nc1ccccc12	-8.6	15	-9	0.0
O=C(CSc1nnc2n(CC(=O)N3CCCC3)c3ccccc3n12)N1CCCCC1	-0.2	-12	-1	0.1
Cc1ccc(C2C(=O)N(C3CCC(C)CC3)CC(=O)N2Cc2ccccc2Cl)cc1 (stereo not given)	-0.7	14	7	0.3
COc1cc(/C=C2/SC(=Nc3cc(C)cc(C)c3)NC2=O)cc(Br)c1OCc1cccc2ccccc12	-0.5	-5	1	-0.2
CCOc1ccc2nc(NC(=O)c3ccc(OCC(C)C)cc3)sc2c1	0.2	1	-2	0.1
O=C(Cn1c(=O)oc2ccccc21)Nc1ncc(Br)s1	1.6	17	10	0.3
COc1cc(OC)c(-c2nc3cnccc3n2C)cc1OC	-0.6	-9	10	-0.1
O=C(CN1CCN(C(=O)c2ccco2)CC1)Nc1ccccc1F	-0.5	2	-1	-0.1
COc1ccc([C@@H]2C[C@H](C(=O)N3CCCC3)N(C)S(=O)(=O)N2)cc1OC	0.3	6	-5	-0.1
OCCC1CCCCN1c1ncnc2c1c(-c1ccccc1)cn2-c1ccc(F)cc1 (stereo not given)	-1.5	13	7	-0.1
CCOC(=O)Oc1ccc2oc(C)c(C(=O)OCC)c2c1	1.6	-1	1	0.1
NC(N)=NC(=O)c1nc(Cl)c(N2CCCCCC2)nc1N	0.2	19	3	0.1
O=[N+]([O-])c1ccc(N2CCN(S(=O)(=O)c3ccc(Cl)s3)CC2)cc1NCc1ccccc1	-1.5	5	0	0.2
CCCCNS(=O)(=O)c1ccc(NC(=O)c2ccc(OC)c(OC)c2)cc1	-0.1	10	5	1.0
COc1ccc(-c2csc(Nc3ccc(S(N)(=O)=O)cc3)n2)cc1OC	1.9	1	-7	-0.1
COC(=O)c1ccc(N2C(=O)C3C(c4ccccc4)C=CC(c4ccccc4)C3C2=O)cc1 (stereo not given)	0.4	8	17	0.7
Cc1nc2c(C(=O)NCCc3ccccc3)cnn2c(C)c1Cc1ccc(Cl)cc1	-0.4	-3	-9	0.0
CN(CC(=O)Nc1cccc2ccccc12)S(=O)(=O)c1ccc(Br)cc1	1.7	-3	0	0.0
COc1ccc(/C=N/NC(=O)COc2c(F)cc(Br)cc2F)cc1OC	2.9	16	-4	0.1
COc1cc(/C=C2\SC(NC(C)=O)=NC2=O)ccc1OCc1ccc([N+](=O)[O-])cc1	1.0	-1	-14	-0.2
COc1ccc(-c2nc(NCCOc3ccccc3)nc(OC)n2)cc1	-1.7	-3	-22	0.1
NC(=O)CSc1nc2nccnc2c(=O)n1Cc1ccc(F)cc1	-0.9	5	6	0.1
O=C(C1CCCCC1)N1CCC(c2nc3ccccc3[nH]2)CC1	5.8*	4	-4	0.2
O=C(NNS(=O)(=O)c1cccc([N+](=O)[O-])c1)c1ccc(Cl)cc1	0.2	6	2	0.1

A different layout for 15 compounds above:
Each structure is followed by: GPR151 activ, MITF inh, TEAD-YAP block, FBW7 activator
COc1ccc([C@@H]2C[C@H](C(=O)N3CCCC3)N(C)S(=O)(=O)N2)cc1OC
 : 0.3, 6, -5, -0.1
OCCC1CCCCN1c1ncnc2c1c(-c1ccccc1)cn2-c1ccc(F)cc1 (stereo not given)
 : -1.5, 13, 7, -0.1
CCOC(=O)Oc1ccc2oc(C)c(C(=O)OCC)c2c1
 : 1.6, -1, 1, 0.1
NC(N)=NC(=O)c1nc(Cl)c(N2CCCCCC2)nc1N
 : 0.2, 19, 3, 0.1
O=[N+]([O-])c1ccc(N2CCN(S(=O)(=O)c3ccc(Cl)s3)CC2)cc1NCc1ccccc1
 : -1.5, 5, 0, 0.2
CCCCNS(=O)(=O)c1ccc(NC(=O)c2ccc(OC)c(OC)c2)cc1
 : -0.1, 10, 5, 1.0
COc1ccc(-c2csc(Nc3ccc(S(N)(=O)=O)cc3)n2)cc1OC
 : 1.9, 1, -7, -0.1
COC(=O)c1ccc(N2C(=O)C3C(c4ccccc4)C=CC(c4ccccc4)C3C2=O)cc1 (stereo not given)
 : 0.4, 8, 17, 0.7
Cc1nc2c(C(=O)NCCc3ccccc3)cnn2c(C)c1Cc1ccc(Cl)cc1
 : -0.4, -3, -9, 0.0
CN(CC(=O)Nc1cccc2ccccc12)S(=O)(=O)c1ccc(Br)cc1
 : 1.7, -3, 0, 0.0
COc1ccc(/C=N/NC(=O)COc2c(F)cc(Br)cc2F)cc1OC
 : 2.9, 16, -4, 0.1
COc1cc(/C=C2\SC(NC(C)=O)=NC2=O)ccc1OCc1ccc([N+](=O)[O-])cc1
 : 1.0, -1, -14, -0.2
COc1ccc(-c2nc(NCCOc3ccccc3)nc(OC)n2)cc1
 : -1.7, -3, -22, 0.1
NC(=O)CSc1nc2nccnc2c(=O)n1Cc1ccc(F)cc1
 : -0.9, 5, 6, 0.1
O=C(C1CCCCC1)N1CCC(c2nc3ccccc3[nH]2)CC1
 : 5.8*, 4, -4, 0.2

(listing goes on)
SMILES	GPR151 activ	MITF inh	TEAD-YAP block	FBW7 activator
O=C(O)c1cc(-c2ccccc2F)no1	-0.3	10	-41	0.4
O=C(N/N=C/c1cc2ccccc2[nH]c1=O)c1ccc(Br)cc1	-0.4	9	7	0.0
C/C(=N/NC(=O)C1CC1c1ccccc1)c1cccs1 (stereo not given)	-0.4	-1	-4	0.1
CC(C)c1ccc(NS(=O)(=O)c2cn(C)c(=O)n(C)c2=O)cc1	-0.4	-14	0	-0.3
Nc1ccc(C(=O)Nc2ccc3nc(NC(=O)c4ccc(N)cc4)sc3c2)cc1	-0.9	-6	7	0.0
COc1ccccc1NC(=O)NC1(C(=O)N2CCN3CCCC3C2)CCCCC1 (stereo not given)	0.1	-13	-7	0.2
N#Cc1c(NC(=O)C(=O)Nc2sc3c(c2C#N)CCCC3)sc2c1CCCC2	4.5	8	4	0.1
CC(C)(C)NC(=O)CSc1nc2ccc(Cl)cc2[nH]1	0.9	3	-7	0.1
Cc1cccc(C)c1NC(=O)C1CC=CCC1C(=O)O (stereo not given)	1.3	15	-6	0.6
Cn1cc(CNC2CCN(c3ccc(NS(=O)(=O)c4ccccc4)cc3)CC2)cn1	-0.2	-4	6	0.0
Cc1ccc(NC(=O)CSc2nc3sc4c(c3c(=O)n2-c2ccccc2)CCCC4)cc1C	0.3	5	1	-0.1
CN(Cc1ccco1)S(=O)(=O)c1nnc(NC(=O)C23CC4CC(CC(C4)C2)C3)s1	3.2	9	5	0.0
